Giardia kill – Giardia lamblia killing. activity change, % at 7.66 µM, hits read low. hit rate 0.15% among 340,000. AID 540267. Giardia lamblia trophozoite viability; in the data active = activity change below about -80%; inconclusive = between about -30% and that limit;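 also: parasites exposed to compound for two days anaerobically before the ATP read; % is scaled to controls: 0 for no effect and ±100 for the full control effect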
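Luminescent ATP signal served as the viability read-out, measured 15-30 min after adding ATP detection reagent to trophozoites that had been incubated with compounds for 48 hrs at 37 deg C anaerobically at 100 cells/well.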
BCR signal inh – blocks chronic active B-cell receptor signaling; AID 493014; hit rate 0.05% among 340,000; ABC-DLBCL IkBa-CBG/CBR reporter, luminescence ratio, 4 h; Potency, µM (titrated, usually from 46.1 µM), without a hit: top-dose ratio change, negative = lower green/red ratio, usual class: inhibitors; active = well fitted inhibition curve with a large enough effect in the signal ratio, with a control signal flat, not every such curve was filed as active; inconclusive = small, poorly fitted or top-dose-only effect, or effect the other way, or a change in a side signal; the % refers to the signal ratio;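 also: potency is read from the fitted curve at half-maximal effect; plate controls were basal doxycycline-induced cells for no effect and cells given 10 µM MG132 for full effect; MG132 reads +100%, hits lower the ratio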
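Compounds up to 46 uM were incubated four hours with TMD8 cells whose green CBG68 luciferase is fused to IkappaBalpha; red CBR luminescence normalised the signal, and concentration-effect curves were fitted to fusion, red and ratio data.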
GALK inh – galactokinase (human) inhibition | Potency, µM (doses to about 57.5 µM), for the others: at the highest dose activity change, negative = inhibition, hits mostly inhibitors | hit rate 0.007% among 270,000 | AID 1868 | Purified GALK, Kinase-Glo residual ATP luminescence; also: potency is read from the fitted curve at half-maximal effect; % is scaled to controls: 0 for no effect and ±100 for the full control effect
Target sequence (P51570 whole entry, looked up): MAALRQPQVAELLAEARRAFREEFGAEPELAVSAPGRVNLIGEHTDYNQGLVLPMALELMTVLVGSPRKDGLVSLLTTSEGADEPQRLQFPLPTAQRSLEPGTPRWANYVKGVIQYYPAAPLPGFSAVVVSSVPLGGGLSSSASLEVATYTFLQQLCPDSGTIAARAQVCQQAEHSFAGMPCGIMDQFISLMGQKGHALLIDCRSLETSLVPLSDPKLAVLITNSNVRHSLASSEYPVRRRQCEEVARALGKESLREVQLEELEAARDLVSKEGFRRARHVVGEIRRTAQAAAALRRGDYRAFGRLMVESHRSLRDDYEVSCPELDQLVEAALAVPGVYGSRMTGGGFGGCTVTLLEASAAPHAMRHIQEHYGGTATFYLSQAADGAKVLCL
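Human GALK (5 nM) with 35 uM ATP and 100 uM galactose in 20 mM HEPES pH 8.0, 5 mM MgCl2, 60 mM NaCl, 1 mM DTT, 0.01% BSA. After 1 h at room temperature, leftover ATP was read by Kinase-Glo Plus luminescence.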
PKM2 act – activators of human pyruvate kinase M2; purified PKM2, Kinase-Glo ATP luminescence, activation; response scale: 0% is enzyme alone, no compound; Potency, µM (top dose mostly 57.5 µM), for the others: top-dose activation, most hits filed as activators; hit rate 0.34% among 260,000; also: potency is read from the fitted curve at half-maximal effect; % is scaled to controls: 0 for no effect and ±100 for the full control effect; nearly all actives have a fitted effect of over 55% in size
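ATP formation by purified human PK-M2, quantified via coupled luciferase luminescence after 1 h at room temperature with 0.1 mM ADP and 0.5 mM PEP final.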
a7 integrin act – activates integrin-mediated alleviation for muscular dystrophy | Potency, µM (doses to about 38.3 µM), for inactives: at the top dose activation, hits mostly activators | hit rate 0.064% among 350,000 | alpha7betagal myoblasts, beta-gal FDG fluorescence, 48 h;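 also: potency is read from the fitted curve at half-maximal effect; 100% = response of the positive control SU9516; nearly all actives have a fitted effect of over 60% in size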
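Alpha7betagal+/- myoblasts (passage 13) were plated 16-24 hr, then exposed to compounds (1:260 dilution of DMSO stock) for 48 hours at 37C. After MPER lysis, β-galactosidase reporter activity was read as FDG fluorescence (ex 480/em 540) after 30 minutes.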
Coupling enz – coupling enzyme interference in Giardia aldolase counter-screen; coupling enzyme system counterscreen, AmpLite Red fluorescence; activity change, negative = inhibition, % at 58.2 µM, hits read low; hit rate 0.67% among 290,000; in the data active = activity change below about -30%; also: % is scaled to controls: 0 for no effect and ±100 for the full control effect
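Activity here indicates interference with the coupling reaction, not aldolase inhibition. Compounds at 57.5 uM final met coupling enzymes for 10 min at RT; substrate and AmpLite Red detection followed, with a 525/598 nm fluorescence read after 20 min.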
TSG101-PTAP inh – blocks PTAP/TSG101 interaction to inhibit HIV-1 budding; Potency, µM (titrated, usually from 115 µM), without a hit: top-dose activity change, negative = inhibition, usual class: inhibitors; Q99816; 340,000 tested, under 10 active; Fluorescence polarization, FITC-PTAP peptide / Tsg101 binding; active = well fitted inhibition curve with a large enough effect in the main read-out, with a control signal flat, not every such curve was filed as active; inconclusive = small, poorly fitted or top-dose-only effect, or effect the other way, or a change in a side signal; inactive = no such curve, though single readings can be large or run the other way; also: potency is read from the fitted curve at half-maximal effect; % of control where 0% means no effect
Target sequence (Q99816 whole entry, looked up): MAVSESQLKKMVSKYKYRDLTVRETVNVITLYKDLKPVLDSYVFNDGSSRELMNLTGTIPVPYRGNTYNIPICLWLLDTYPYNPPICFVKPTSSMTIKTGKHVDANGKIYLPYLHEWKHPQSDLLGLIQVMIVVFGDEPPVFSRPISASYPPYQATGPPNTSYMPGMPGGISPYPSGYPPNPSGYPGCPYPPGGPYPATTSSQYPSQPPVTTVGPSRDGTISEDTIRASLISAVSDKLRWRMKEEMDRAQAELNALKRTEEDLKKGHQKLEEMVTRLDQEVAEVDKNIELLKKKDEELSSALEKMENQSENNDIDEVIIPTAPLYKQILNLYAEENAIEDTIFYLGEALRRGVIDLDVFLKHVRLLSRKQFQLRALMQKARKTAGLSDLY
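Tsg101 binding domain (10 uM final) was mixed with compound and a FITC-labeled PTAP peptide (50 nM final) in HEPES pH 7.5 buffer with NaCl, Tween 20, EDTA and TCEP; fluorescence polarization was read after 20 min at r.t.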
Tb PFK block – blocks T. brucei phosphofructokinase. T. brucei PFK, ADP-Glo luminescence. hit rate 0.17% among 330,000. Potency, µM (doses to about 57.5 µM), inactives show at the top dose activity, negative = inhibition, hits mostly inhibitors. O15648;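 also: potency is read from the fitted curve at half-maximal effect; 0% = uninhibited 1x PFK enzyme wells and -100% = no-enzyme wells; nearly all actives have a fitted effect of over 60% in size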
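PFK 1.25 nM, F6P 0.5 mM, ATP 0.1 mM, 0.1 M TEA pH 8.0, 5 mM MgCl2, 0.01% Tween20, 0.1% BSA; 45 min RT. ADP-Glo readout. qHTS titration up to 57 uM; curves fitted, compounds curve-classed.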
ASM inhibitor – blocks human secretory acid sphingomyelinase; P17405; placental ASM, HMU-PC fluorogenic substrate, 60 min; Potency, µM (series often up to 57.5 µM), for inactives: at the highest dose activity change, negative = inhibition, actives largely listed as inhibitors; hit rate 0.006% among 340,000; AID 504937; also: potency is read from the fitted curve at half-maximal effect
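Steps: dispense placental human ASM, pin compound, wait 10 min at room temperature, add HMU-PC0 substrate at 9 uM final, incubate 60 min at 37 °C, add stop solution raising pH to 10, read fluorescence.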
Menin-MLL TR inh – inhibitors of human menin-MLL interaction, mutant MLL peptide | O00255 | Menin + Texas Red MLL mutant peptide, fluorescence polarization | Potency, µM (highest dose often 61.6 µM), inactives show at the top dose FP activity change, negative = inhibition, hits mostly inhibitors | hit rate 0.23% among 270,000; active = well fitted inhibition curve with a large enough effect in the polarisation, with a control signal flat, not every such curve was filed as active; inconclusive = small, poorly fitted or top-dose-only effect, or effect the other way, or a change in a side signal; inactive = no such curve, though single readings can be large or run the other way; the % refers to the polarisation; also: potency is read from the fitted curve at half-maximal effect; % of control where 0% means no effect; many of its hits are not listed in these tables
B2AR arrestin – agonists driving beta-arrestin recruitment to human beta2-adrenergic receptor; hit rate 0.02% among 330,000; Potency, µM (series often up to 46.1 µM), inactives show top-dose activation, most hits filed as activators; beta-arrestin recruitment to beta2AR, cell-based reporter; AID 492947; P07550;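 also: potency is read from the fitted curve at half-maximal effect; 0% = DMSO controls and full agonism = EC100 isoproterenol or metaproterenol; nearly all actives have a fitted effect of over 65% in size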
Numbers without * were called inactive; ? = inconclusive; nt = no result given; [ ] = remark or other dose. Unless noted, calls follow the shape of the dose curve; as a rule, active = well fitted curve in the direction sought with a large enough effect; inconclusive = small, poorly fitted or top-dose-only effect, or another doubt; inactive = no such curve, though single readings can be large; an effect the other way counts as inactive or inconclusive. Some of the compounds tested, so the mix of outcomes need not match the whole.

SMILES	Giardia kill	BCR signal inh	GALK inh	PKM2 act	a7 integrin act	Coupling enz	TSG101-PTAP inh	Tb PFK block	ASM inhibitor	Menin-MLL TR inh	B2AR arrestin
CCCn1c(SCC(=O)c2cc(C)c(C)cc2C)n[nH]c1=O	7	?	-2%	8%	3%	-3	-8%	1%	0%	-8%	-1.1%
Cc1ccc(CN(C(=O)c2ccco2)C(C(=O)NC2CCCC2)c2cccnc2)cc1 (stereo not drawn)	7	2%	9%	2%	-18%	1	-4%	3%	-2%	-7%	-0.4%
CC(C)C(NS(=O)(=O)c1cccc2nsnc12)C(=O)NC1CCCCC1 (stereo not drawn)	10	-4%	2%	nt	-6%	nt	-4%	-6%	-2%	nt	5.7%
CNC(=S)N/N=C/c1cn(Cc2ccc(F)cc2)c2ccccc12	-9	-7%	1%	-11%	-6%	0	-1%	-1%	?	-7%	0.0%
Cc1nc(C(C)N(C)Cc2nc(-c3ccc4c(c3)OCO4)no2)c(C)s1 (stereo not drawn)	26	?	0%	-9%	-2%	-5	-4%	-1%	0%	-28%	-0.2%
CN(C)c1cccc(C(=O)NCCCSc2ccccc2)c1	-4	3%	-1%	0%	16%	-1	-4%	2%	13%	-19%	0.0%
Cc1sc2ncnc(NCC(O)c3ccc([N+](=O)[O-])cc3)c2c1C (stereo not drawn)	4	-9%	-2%	-1%	-56%[inhibitor]	0	-2%	-5%	-2%	18%	-0.1%
CCCn1c(CNc2ccc(Br)cc2)nc2ccccc21	-8	12%	2%	-4%	0%	-7	-3%	-6%	-3%	6%[11.7 µM]	-0.2%
COc1cccc(CNC(=O)CCC2CCCN(C(=O)Cc3ccccc3F)C2)c1 (stereo not drawn)	-11	-8%	5%	-5%	2%	0	1%	-21%	5%	-12%	-0.7%
CCn1cc(C(=O)NC(C)C)c(=O)c2cc(F)c(N3CCN(C(=O)c4ccco4)CC3)cc21	-5	8%	-9%	nt	-76%[inhibitor]	0	-2%	4%	0%	0%	-0.8%
COc1ccccc1CN1CC(C(=O)NCc2ccc(N3CCCC3=O)cc2)CCC1=O (stereo not drawn)	-8	-3%	3%	nt	20%	nt	-3%	-3%	-2%	nt	0.2%
O=C(CN1C(=O)C2CC=CCC2C1=O)Nc1nnc(C2CC2)s1 (stereo not drawn)	17	3%	nt	nt	17%	nt	-8%	-2%	0%	nt	0.4%
Cc1ccc(C(c2c(O)nc3n(c2=O)CCS3)c2c(O)nc3n(c2=O)CCS3)cc1	-8	0%	-2%	2%	-19%	9	0%	11%	5%	-6%	0.5%
Cc1cc(C(=O)Nc2ccc(Cl)cc2)n(-c2ccccc2)n1	-5	?	-1%	nt	?	2	-2%	-2%	-4%	17%	-0.9%
CC1CN(CCOc2cccc(Oc3ccccc3)c2)CC(C)O1 (stereo not drawn)	1	-1%	2%	-23%	9%	-1	0%	-4%	0%	-21%	0.5%
Cc1ccc(-c2[nH]c(-c3ccc(Cl)cc3)nc2SCC(=O)NCC2CCCO2)cc1 (stereo not drawn)	-10	?	nt	-3%	-20%	1	-1%	0%	0%	?	-0.6%
C[n+]1ccccc1/C=C/c1ccc(C#N)cc1	7	0%	-3%	-1%	1%	-5	-2%	3%	3%	-2%	-0.8%
CCn1c(SC(C)C(=O)OC)nnc1-c1c[nH]c2ccccc12 (stereo not drawn)	0	7%	0%	-6%	-6%	0	-8%	-2%	-2%	0%	-0.2%
COc1ccccc1NC(=O)CNC(=O)c1ccc([N+](=O)[O-])cc1	-3	-8%	4%	-8%	-19%	4	-1%	3%	-9%	-13%	-0.3%
COc1ccc(OC)c(S(=O)(=O)NCCc2ccccc2)c1	21	9%	0%	3%	-8%	1	-4%	3%	-1%	-19%	4.9%
COC(=O)c1c(NC(=O)Cc2cccs2)sc2c1CCC(C)C2 (stereo not drawn)	-9	10%	1%	-2%	-4%	2	-6%	-2%	-9%	2%	-0.4%
CCOc1ccc(NC(=O)c2ccc(NC(=O)c3ccc(NC(N)=O)cc3)cc2)cc1	3	1%	nt	nt	16%	nt	1%	0%	4%	nt	4.3%
O=C(Nc1ccc(Cl)cc1)N1CCCC1	-3	?	-1%	-6%	8%	-1	-6%	-6%	4%	-1%	-0.1%
COc1cccc(N2CCN(C(=O)CCCCCn3c(=S)[nH]c4cc5c(cc4c3=O)OCO5)CC2)c1	5	11%	-2%	nt	-33%	0	-2%	0%	-1%	33%[activator]	0.0%
COc1ccc(OCC(=O)N(Cc2cccs2)C2CCS(=O)(=O)C2)cc1 (stereo not drawn)	21	-2%	6%	nt	25%	nt	-5%	3%	-2%	nt	0.3%
CCNC(=O)Nc1ccc(-n2nc(C)c(C(=O)OCC)c2C)nc1	-16	5%	-1%	-3%	-18%	5	-4%	6%	3%	-1%	0.1%
N/C(=N\OC(=O)c1cccs1)c1cccnc1	-8	-6%	3%	-27%	5%	2	-7%	0%	-4%[11.5 µM]	-1%	0.1%
O=C(O)c1ccc(N2C(=O)CC(SC(=NCc3ccc4c(c3)OCO4)Nc3ccc(F)cc3)C2=O)cc1 (stereo not drawn)	1	-1%	-4%	4%	18%	2	0%	0%	2%	?	0.0%
CC(C)CC(C(=O)Nc1oc(-c2ccco2)c(-c2ccco2)c1C#N)N1C(=O)c2ccccc2C1=O (stereo not drawn)	-8	?	0%	14%	4%	-1	-1%	-9%	?	?	0.4%
CCn1c(SCC(=O)Nc2ccccc2C(=O)OC)nnc1-c1ccoc1C	11	-3%	5%	-2%	19%	2	-6%	-1%	1%	-2%	0.1%
Cc1ccccc1N1CCN(C2CCCN(C(=O)CCN3CCCO3)C2)CC1 (stereo not drawn)	17	0%	-6%	-3%	15%	nt	-6%	1%	6%	nt	0.4%
Cc1ccc2[nH]cc(/C=C/c3cc[n+](C)cc3)c2c1	-4	-2%	-3%	nt	-69%[inhibitor]	-13	?	-1%	-25%	-9%	-0.6%
CC(=O)C1=C(C)NC(=O)NC1/C=C/c1ccccc1 (stereo not drawn)	-23	-1%	0%	-16%	1%	2	0%	-2%	19%	-14%	0.0%
Cc1c(NC(=O)c2ccc(CN3CCc4ccccc4C3)cc2)c(=O)n(-c2ccccc2)n1C	-15	-1%	3%	13%	0%	-1	0%	-12%	0%	3%	-1.0%
O=C(COC(=O)CNS(=O)(=O)c1cccc(Br)c1)Nc1ccccc1Sc1ccccc1	8	0%	-2%	-3%	-3%	2	0%	-7%	-16%	3%	-2.0%
C/C(=N\NC(=O)c1cc(-c2ccncc2)nc2ccccc12)c1ccc(OC(F)F)cc1	16	?	7%	0%	6%	-1	-1%	6%	-6%	2%	-0.2%
CS(=O)(=O)c1cccc(NC(=O)CSc2nnc3n2CCCCC3)c1	10	0%	nt	nt	22%	nt	-3%	1%	0%	nt	-0.2%
COc1cccc(-n2cnc3c(sc4nc(N5CCOCC5)c5c(c43)CCCC5)c2=O)c1	17	1%	-1%	22%	5%	2	-1%	5%	-3%	3%	0.0%
COc1ccc(CCNC(=S)NC(=O)/C=C/c2ccc(C)cc2)cc1OC	-29	-13%	-3%	-6%	-12%	1	-2%	-3%	-1%	6%	-0.1%
COc1ccccc1N1CCN(C(=O)c2cccc(NC3=NC4CS(=O)(=O)CC4S3)c2)CC1 (stereo not drawn)	29	-11%	nt	0%	9%	2	-3%	3%	0%	8%	0.4%
Cc1oc2cc(O)ccc2c(=O)c1Oc1ccccc1Br	?	-4%	-4%	0%	13%	6	-4%	-7%	222%[activator]	-2%	-0.1%
Cc1ccc(-n2c(=O)c3ccccc3n(CC(=O)NCc3ccco3)c2=O)cc1	3	-19%	5%	-8%	-57%[inhibitor]	5	0%	0%	4%	-2%	-0.4%
CC(=O)Oc1ccccc1-c1nc(C)nc(N(C)C(C)=O)n1	-8	10%	0%	4%	3%	-1	-6%	1%	1%	-7%	0.1%
CCOC(=O)c1noc(C)c1C(=O)Nc1nccs1	-3	0%	0%	2%	4%	5	-1%	-5%	4%	-15%	0.0%
Cc1sc(NC(=O)C2CCCO2)c(C#N)c1C (stereo not drawn)	8	-22%	-4%	-2%	10%[7.66 µM]	4	-11%	-1%	5%	-21%	0.0%

Screens deposited in PubChem by National Center for Advancing Translational Sciences (NCATS).
